# High-throughput results as filed in PubChem BioAssay.
# KCNH2 3.1 inh: inhibitors of human KCNH2 3.1 potassium channel isoform; U2OS KCNH2 3.1, thallium flux FluxOr; active compounds read low; activity change, % (tested at about 1.8 µM); 340,000 compounds, 0.95% hits; AID 720553;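 active = maximum activity change below -70%; inconclusive = maximum activity change from -70% to -50%; inactive = maximum activity change above -50%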;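 note: thallium influx rate constant from kinetic fluorescence after stimulation buffer; % is set by controls: 0 for no effect and ±100 for the full control effect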
#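 We transduce U2OS cells with the mutant 3.1 virus, culture them overnight, load FluxOr with Red40 quencher for 45 min, then add stimulation buffer and read kinetically for 2 min to derive a normalized rate constant.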
# PKM2 activator: PKM2 (human) enzyme activation; P14618; purified PKM2, Kinase-Glo ATP luminescence, activation; response scale: 0% is enzyme alone, no compound; Potency, µM (highest dose often 57.5 µM), for the others: top-dose activation, hits mostly activators; 260,000 compounds, 0.34% hits; note: potency is the fitted concentration of half-maximal effect; % is set by controls: 0 for no effect and ±100 for the full control effect; nearly all actives have a fitted effect of over 55% in size
#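 hPK-M2, >95% pure; 0.1 mM ADP / 0.5 mM PEP final; imidazole pH7.2 buffer w/ 7 mM MgCl2, 50 mM KCl; 1 h RT; Kinase-Glo lum. Intermediate enzyme activity for dual inhibitor/activator qHTS.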
# TRPV1 ag: human TRPV1 agonism | TRPV1-expressing cells, Fluo-8 calcium influx, agonist mode | activation, % at 8.33 µM | 320,000 compounds, 0.19% hits; in the data active = activation above about 80%; inconclusive = between about 30% and that limit; note: 0% is about no effect
#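 TRPV1-expressing cells were cultured overnight at 35.5C and loaded with Fluo-8 calcium dye for 40 to 90 min at room temperature. After a 10 s baseline, compound was added and calcium influx was read kinetically for 3 min (ex 480/em 520 nm).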
# MLL CXXC-DNA inh: blocks binding of human MLL CXXC domain to DNA; Q03164; MLL-CXXC / FITC-HOXA9 DNA fluorescence polarization; Potency, µM (top dose mostly 115 µM), for inactives: top-dose activity change, negative = inhibition, most hits filed as inhibitors; 290,000 compounds, 0.037% hits; active = well fitted inhibition curve with a large enough effect in the polarisation, with a control signal flat, not every such curve was filed as active; inconclusive = small, poorly fitted or top-dose-only effect, or effect the other way, or a change in a side signal; inactive = no such curve, though single readings can be large or run the other way; the % refers to the polarisation; note: potency is the fitted concentration of half-maximal effect
#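 Steps: dispense CXXC domain solution (7 uM) → pin compounds or unlabeled HOX-A9 DNA control → 5 min ambient → add FLSN-HOX-A9 solution (50 nM) → spin → 30 min ambient → fluorescence polarization. Tris pH 7.5/NaCl/DTT/BSA buffer.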
# Giardia kill: Giardia lamblia killing; Giardia lamblia trophozoite viability; activity change, % at 7.66 µM, hits read low; 340,000 compounds, 0.15% hits; AID 540267; in the data active = activity change below about -80%; inconclusive = between about -30% and that limit;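 note: parasites exposed to compound for two days anaerobically before the ATP read; % is set by controls: 0 for no effect and ±100 for the full control effect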
#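 Compounds were tested on trophozoites seeded at 100 cells/well and held 48 hrs at 37 deg C anaerobically. An ATP-based luminescent kit measured the remaining live cells.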
# USP2a inh: USP2a (human) protease inhibition; 330,000 compounds, 0.01% hits; Potency, µM (top dose mostly 38.3 µM), inactives show at the highest dose activity change, negative = inhibition, usual class: inhibitors; USP2 core, Ub-CHOP2 coupled fluorogenic reporter, 485/531; O75604; AID 463254;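 note: potency is the fitted concentration of half-maximal effect; plate controls were DMSO wells for no effect and full inhibition by NEM control for full effect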
#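 USP2 core (10nM final) preincubated 30min RT with compound in 20mM Tris-HCl pH 8.0, 2mM CaCl2, 2mM beta-mercaptoethanol, 0.05% CHAPS; 25nM Ub-CHOP2 plus 25nM reporter substrate added, fluorescence (Ex485/Em531) read after 60min.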
# Coupling enz: coupling enzyme interference in Giardia aldolase counter-screen; coupling enzyme system counterscreen, AmpLite Red fluorescence; activity change, negative = inhibition, % at 58.2 µM, hits read low; 290,000 compounds, 0.67% hits; AID 2472; in the data active = activity change below about -30%; note: % is set by controls: 0 for no effect and ±100 for the full control effect
#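 Final compound at 57.5 uM, incubated 10 min at RT with coupling enzyme reagent (glyceraldehyde-3-phosphate), then 20 min with substrate and AmpLite Red detection. Fluorescence read at 525/598 nm; tests interference with the coupling assay, not aldolase inhibition.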
# B2AR arrestin: recruits beta-arrestin to the human beta2-adrenergic receptor; beta-arrestin recruitment to beta2AR, cell-based reporter; P07550; AID 492947; Potency, µM (series often up to 46.1 µM), inactives show at the highest dose activation, actives largely listed as activators; 330,000 compounds, 0.02% hits;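 note: potency is the fitted concentration of half-maximal effect; 0% = DMSO controls and full agonism = EC100 isoproterenol or metaproterenol; nearly all actives have a fitted effect of over 65% in size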
# GALK inhibitor: galactokinase (human) inhibition; P51570; Purified GALK, Kinase-Glo residual ATP luminescence; Potency, µM (highest dose often 57.5 µM), without a hit: at the highest dose activity change, negative = inhibition, actives largely listed as inhibitors; 270,000 compounds, 0.007% hits; AID 1868; note: potency is the fitted concentration of half-maximal effect; % is set by controls: 0 for no effect and ±100 for the full control effect
# Target sequence (P51570 whole entry, looked up): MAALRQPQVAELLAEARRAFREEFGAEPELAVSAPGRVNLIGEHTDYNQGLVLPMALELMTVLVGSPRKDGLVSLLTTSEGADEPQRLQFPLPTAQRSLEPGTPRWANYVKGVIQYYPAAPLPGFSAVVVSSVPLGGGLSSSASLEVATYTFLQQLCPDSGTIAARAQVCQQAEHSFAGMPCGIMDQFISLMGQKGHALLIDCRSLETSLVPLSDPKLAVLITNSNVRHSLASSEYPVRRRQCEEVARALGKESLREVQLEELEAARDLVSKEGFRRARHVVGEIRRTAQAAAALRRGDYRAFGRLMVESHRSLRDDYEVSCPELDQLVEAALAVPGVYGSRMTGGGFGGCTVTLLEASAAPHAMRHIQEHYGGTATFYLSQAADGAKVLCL
#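 5 nM enzyme, 35 uM ATP, 100 uM galactose, 20 mM HEPES pH8.0, 5 mM MgCl2; 1 h RT; residual ATP by Kinase-Glo Plus luminescence, qHTS format.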
# KCNH2 WT inh: blocks the wildtype human KCNH2 potassium channel. U2OS, BacMam KCNH2, thallium flux FluxOr; active compounds read low. activity change, % at 1.84 µM. 340,000 compounds, 0.37% hits. AID 720551;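 active = maximum activity change below -70%; inconclusive = maximum activity change between -70% and -50%; inactive = maximum activity change above -50%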; note: % is set by controls: 0 for no effect and ±100 for the full control effect
#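 U2OS cells transduced with wild-type KCNH2 virus are loaded with FluxOr dye for 45 min, and thallium flux is measured in kinetic reads before and after stimulation buffer. Rate constants are normalized to DMSO controls.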
# Menin-MLL TR inh: inhibitors of human menin-MLL interaction, mutant MLL peptide. AID 1768. Menin + Texas Red MLL mutant peptide, fluorescence polarization. Potency, µM (top dose mostly 61.6 µM), inactives show top-dose FP activity change, negative = inhibition, most hits filed as inhibitors. 270,000 compounds, 0.23% hits; active = well fitted inhibition curve with a large enough effect in the polarisation, with a control signal flat, not every such curve was filed as active; inconclusive = small, poorly fitted or top-dose-only effect, or effect the other way, or a change in a side signal; inactive = no such curve, though single readings can be large or run the other way; the % refers to the polarisation; note: potency is the fitted concentration of half-maximal effect; % of control where 0% means no effect; many of its hits are not listed in these tables
# Target sequence (O00255 whole entry, looked up): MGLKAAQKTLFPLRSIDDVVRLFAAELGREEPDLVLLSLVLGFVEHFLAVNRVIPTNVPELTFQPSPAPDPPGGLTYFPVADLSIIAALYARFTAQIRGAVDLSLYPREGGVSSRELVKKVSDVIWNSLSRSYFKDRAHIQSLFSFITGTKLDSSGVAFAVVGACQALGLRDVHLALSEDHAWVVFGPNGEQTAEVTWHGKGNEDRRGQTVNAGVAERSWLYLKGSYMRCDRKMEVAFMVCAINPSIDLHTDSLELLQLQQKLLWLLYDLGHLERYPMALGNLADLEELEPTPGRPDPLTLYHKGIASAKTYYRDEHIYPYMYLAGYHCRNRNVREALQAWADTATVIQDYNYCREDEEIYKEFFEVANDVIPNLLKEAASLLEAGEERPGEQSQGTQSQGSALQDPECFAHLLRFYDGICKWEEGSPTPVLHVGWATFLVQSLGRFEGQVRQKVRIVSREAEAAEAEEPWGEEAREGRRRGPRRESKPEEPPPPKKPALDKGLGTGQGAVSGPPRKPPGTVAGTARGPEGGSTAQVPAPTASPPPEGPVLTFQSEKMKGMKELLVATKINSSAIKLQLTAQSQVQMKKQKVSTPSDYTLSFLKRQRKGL
# An asterisk follows results filed as active; ? = inconclusive; nt = no result given; [ ] = dose if it differs, or a comment. Unless noted, calls come from the whole dose curve; as a rule, active = well fitted curve in the direction sought with a large enough effect; inconclusive = small, poorly fitted or top-dose-only effect, or another doubt; inactive = no such curve, though single readings can be large; an effect the other way counts as inactive or inconclusive.
SMILES,KCNH2 3.1 inh,PKM2 activator,TRPV1 ag,MLL CXXC-DNA inh,Giardia kill,USP2a inh,Coupling enz,B2AR arrestin,GALK inhibitor,KCNH2 WT inh,Menin-MLL TR inh
Cc1ccc(S(=O)(=O)N2[C@@H](c3ccc(Br)cc3)C(C(=O)O)=CC[C@H]2c2cccc(Cl)c2)cc1,1,nt,nt,nt,?,-5%,nt,-0.7%,nt,-9,nt
Cc1cc(C)n(-c2cccc(C(=O)O)c2)n1,7,4%,2,-5%,30,1%,2,0.2%,4%,-1,-9%
O=C(Nc1ccc(-c2nnc(-c3ccccc3)o2)cc1)C1CCCO1 (stereo not given),21,-5%,3,-12%,0,nt,2,nt,-3%,31,?
Cc1cc2nnc(SCc3ccccc3)n2c(N)n1,3,21%,4,-2%,-14,-2%,-1,-0.8%,0%,-2,15%
Cc1onc(-c2ccccc2Cl)c1C(=O)NNC(=O)c1nn(C)cc1Cl,-18,-18%,-1,9%,-2,4%,1,-0.2%,11%,-3,1%
COc1ccccc1N(CC(O)COc1ccc(C)cc1)S(=O)(=O)c1ccccc1 (stereo not given),-6,6%,2,10%,-9,1%,1,-0.8%,0%,2,-2%
COc1ccc(NC(=O)N2CCN(C(=O)C(Cc3ccc(F)cc3)NC(C)=O)CC2)cc1 (stereo not given),14,-1%,1,?,-16,8%,2,0.4%,0%,-15,-14%
CCN(CCCNC(=O)C1CCN(S(=O)(=O)N2CCC3(CC2)OCCO3)CC1)c1ccccc1,5,5%,-2,4%,0,4%,-2,-0.3%,-3%,3,4%
COc1ccc(S(=O)(=O)N2CCN(CC(=O)N3c4ccccc4CC3C)CC2)cc1OC (stereo not given),2,nt,-1,nt,-6,0%,nt,-0.3%,nt,-7,nt
Cc1csc(NC(=O)CSc2nc(=O)n(CCCN(C)C)c3c2CCC3)n1,-8,nt,-3,nt,-17,-1%,nt,-0.4%,nt,12,nt
CCN1C(=O)/C(=C/N(C(C)=O)c2ccccc2)N(c2ccccc2)C1=S,-7,1%,12,-2%,-10,0%,1,0.2%,-1%,2,-9%
O=C(CNC(=O)c1cc(Cl)cc([N+](=O)[O-])c1)NC1CC1,4,nt,nt,nt,8,5%,nt,-0.4%,nt,-5,nt
O=C(NC(=S)Nc1cc([N+](=O)[O-])ccc1O)c1cccnc1,1,-12%,0,2%,?,12%,-3,0.1%,-2%,-31,?
NC(=O)COC(=O)c1cccc2c1-c1ccccc1C2=O,2,0%,8,0%,-10,-1%,0,-0.3%,7%,7,14%
O=c1[nH]c(CSc2nnc(-c3cccnc3)n2C2CCCCC2)nc2ccccc12,-5,2%,1,0%,3,1%,0,0.1%,-2%,5,nt
Cc1noc(C)c1C(=O)N1CCN(c2ncccn2)CC1,12,-3%,2,5%,-4,5%,1,0.1%,-6%,-8,-7%
CC1=C(C(=O)OC2CCCCC2)C(c2ccc(N(C)C)cc2)NC(=O)N1 (stereo not given),2,-4%[11.5 µM],2,14%,-14,-1%,1,3.1%,5%,4,-5%
COC(=O)c1cc(Br)c(=O)n(Cc2ccc(C(=O)O)cc2)c1,-5,1%,1,-7%,11,2%,6,-0.3%,4%,-2,8%
COc1cccc(NC(=S)N(CCc2c(C)[nH]c3ccccc23)Cc2ccco2)c1,-11,-1%,3,18%,3,-2%,-3,0.0%,nt,-1,?
Cc1ccc(Nc2nnc(SC(C)C(=O)Nc3c(C)n(C)n(-c4ccccc4)c3=O)s2)cc1 (stereo not given),-3,2%,0,12%,-27,4%,3,0.2%,2%,0,-5%
COc1ccc(CN2C(=O)c3cccnc3C2Nc2cc(Cl)ccc2OC)cc1 (stereo not given),-9,-7%,22,3%,5,-1%,-1,-0.6%,-9%,3,-7%
CCOc1ccc(CCNc2nc3ccccc3n3c(C)nnc23)cc1OCC,-2,nt,-3,-7%,7,2%,-2,0.5%,-2%,-5,4%
CC(C)CNC(=O)COc1ccccc1[N+](=O)[O-],-4,-4%,3,1%,-7,2%,-3,-0.2%,2%,10,9%
COc1ccccc1CN(C)CC(=O)Nc1ccccc1-c1ccccc1,-2,-3%,?,-1%,8,0%,1,0.3%,0%,-11,?
Cc1ccc2c(CC(=O)NCC3(N4CCOCC4)CCCCC3)coc2c1C,-4,nt,?,nt,3,-1%,nt,-0.1%,nt,-13,nt
# New compounds follow
SMILES,KCNH2 3.1 inh,PKM2 activator,TRPV1 ag,MLL CXXC-DNA inh,Giardia kill,USP2a inh,Coupling enz,B2AR arrestin,GALK inhibitor,KCNH2 WT inh,Menin-MLL TR inh
Oc1cccc(/C=N/NC(=S)Nc2cccnc2)c1O,22,-16%,1,7%,-12,0%,-11,0.2%,0%,-2,14%
O=C(CSc1nnc(CNC(=O)c2c(F)cccc2F)o1)NCc1ccc(F)cc1,16,2%,-5,33%,5,0%,nt,-0.3%,-5%,-7,nt
NNC(=O)CNC(=O)CNS(=O)(=O)c1ccccc1,31,0%,2,1%,14,5%,0,-0.1%,0%,-6,-5%
CCOc1ccc(NC(=O)C2CC(=O)N(c3ccc4c(c3)OCCO4)C2)cc1OCC (stereo not given),-2,nt,6,nt,6,2%,nt,3.6%,nt,7,nt
O=C(/C=C/c1ccccc1)N1CCN(c2cccc(Cl)n2)CC1,-11,-13%,5,-2%,16,3%,-3,-1.0%,-1%,6,-2%
CC(=O)N1CCc2cc(S(=O)(=O)CCC(=O)Nc3ccc4c(c3)OCCO4)ccc21,6,-2%,2,-6%,-4,0%,-1,-0.5%,1%,3,-7%
CCOC(=O)N1CCC(n2c(SCC(=O)N3CCCC3)nc3ccccc3c2=O)CC1,-12,-6%,23,1%,-16,1%,nt,-0.3%,-3%,-4,-11%
CC(C)c1nc(SCC(=O)NCc2ccccc2)n[nH]1,15,-2%,0,-1%,-20,2%,0,-0.1%,4%,2,-20%
COc1ccc(OC)c(CN2CCN(C(=O)[C@@H](NC(=O)c3cccc(C)c3)C(C)C)CC2)c1,-20,nt,2,nt,-2,2%,nt,-0.2%,nt,43,nt
Cc1cc(OCCN2CCCCC2)nc2ccccc12,0,-1%,-2,0%,5,5%,1,-0.3%,1%,1,2%
COc1ccc(/C=N/NC(=O)c2cccc(Br)c2)cc1CSc1ccccn1,-4,1%,1,4%,25,-1%,5,-0.5%,1%,-2,-8%
COc1ccc(C(=O)OCC(=O)Nc2nnc(-c3ccccc3)o2)cc1,-10,-1%,0,?,-2,-1%,3,4.7%,-1%,-5,-4%
c1csc(-c2noc(CN3CCc4sccc4C3)n2)c1,11,7%,11,-5%,-7,-1%,-10,-0.2%,0%,11,-1%
CC(=O)NC(CC(=O)O)c1ccc(F)cc1 (stereo not given),-19,3%,0,-1%,-9,-1%,1,-0.6%,6%,-28,-4%
O=C(Nc1nc2ccsc2c(=O)s1)c1ccc(F)cc1,-3,10%,-8,12%,1,1%,5,-0.9%,2%,-1,nt
CCOP(=O)(OCC)c1ccccc1OCP(C)(=O)COc1ccccc1P(=O)(OCC)OCC,0,nt,-4,-3%,-7,6%,1,0.2%,2%,0,-17%
Cc1ccc(Nc2cc(-c3ccccc3)nc3ncnn23)cc1,-1,-3%,7,-9%,-3,-2%,3,0.2%,3%,15,nt
CCOC(=O)c1ccc(NC(=O)c2cc3c(C)nn(-c4ccccc4Cl)c3s2)s1,5,-9%,3,10%,1,1%,0,-0.3%,1%,5,?
CC(Sc1nnc(N)s1)C(=O)NC1CCCCC1C (stereo not given),5,nt,-1,nt,39[activator],-1%,nt,4.0%,nt,-3,nt
CCOC(=O)C1CCN(C(=O)c2ccc(CNS(=O)(=O)c3ccc(OC)cc3)cc2)CC1,-12,-1%,2,17%,11,-1%,3,-0.2%,4%,-6,3%
CC(=O)Nc1ccc(S(=O)(=O)Nc2cc(-c3ccccc3)nn2C)cc1,-4,1%,-5,3%,-28,7%,14,-0.3%,1%,-20,nt
COc1ccc(N2CCN(c3ccc4nnc(CCC(=O)Nc5ccc(C)cc5)n4n3)CC2)cc1,-7,-14%,-2,nt,-23,2%,2,0.0%,nt,3,6%
Cc1cc(N2CCOCC2)nc2ccc(NC(=S)NCCN(C)C)cc12,-1,nt,-3,?,-7,0%,-2,0.4%,4%,-5,4%
COc1ccccc1N1CCN(Cc2cc(=O)n3ccsc3n2)CC1,12,-1%,2,7%,-5,0%,8,0.5%,0%,4,-6%
N#C/C(=C/c1ccc(N2CCOCC2)o1)C(=O)Nc1ccccc1,-9,-33%,?,?,-15,?,-3,-0.2%,-1%,-9,?
COc1cc(/C=C/C(=O)O)ccc1OS(=O)(=O)c1c(C)cc(C)cc1C,9,nt,-1,nt,-1,1%,nt,-0.4%,nt,-1,nt
CCn1cc(C(=O)N2CCOCC2)c(=O)c2cc(S(=O)(=O)N(C)C3CCCCC3)ccc21,-4,-14%,-6,9%,-29,1%,7,0.0%,2%,-4,?
Cc1nn(-c2ccccc2)c(C)c1NC(=O)COC(=O)CC(C)c1ccccc1 (stereo not given),24,nt,14,nt,9,-1%,nt,0.1%,nt,6,nt

# Not all compounds are listed; rates above refer to the full screens.
